Screens: PubChem BioAssay, several laboratories
KCNQ2 block: KCNQ2 potassium channel inhibitors, primary screen, cell-based, CHO-K1, FluxOR thallium flux, B-score (AID 2156); Potassium voltage-gated channel subfamily KQT member 2 (Rattus norvegicus), O88943; 20 min; stronger effect = lower value; B-score at 10 µM; hit rate 1.1% among 310,000;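 active means fluorescence ratio B-score at most minus 3 library SDs, with starting brightness B-score within 2 library SDs, cut at about -5.5 in these data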
Target sequence (O88943 whole entry, looked up): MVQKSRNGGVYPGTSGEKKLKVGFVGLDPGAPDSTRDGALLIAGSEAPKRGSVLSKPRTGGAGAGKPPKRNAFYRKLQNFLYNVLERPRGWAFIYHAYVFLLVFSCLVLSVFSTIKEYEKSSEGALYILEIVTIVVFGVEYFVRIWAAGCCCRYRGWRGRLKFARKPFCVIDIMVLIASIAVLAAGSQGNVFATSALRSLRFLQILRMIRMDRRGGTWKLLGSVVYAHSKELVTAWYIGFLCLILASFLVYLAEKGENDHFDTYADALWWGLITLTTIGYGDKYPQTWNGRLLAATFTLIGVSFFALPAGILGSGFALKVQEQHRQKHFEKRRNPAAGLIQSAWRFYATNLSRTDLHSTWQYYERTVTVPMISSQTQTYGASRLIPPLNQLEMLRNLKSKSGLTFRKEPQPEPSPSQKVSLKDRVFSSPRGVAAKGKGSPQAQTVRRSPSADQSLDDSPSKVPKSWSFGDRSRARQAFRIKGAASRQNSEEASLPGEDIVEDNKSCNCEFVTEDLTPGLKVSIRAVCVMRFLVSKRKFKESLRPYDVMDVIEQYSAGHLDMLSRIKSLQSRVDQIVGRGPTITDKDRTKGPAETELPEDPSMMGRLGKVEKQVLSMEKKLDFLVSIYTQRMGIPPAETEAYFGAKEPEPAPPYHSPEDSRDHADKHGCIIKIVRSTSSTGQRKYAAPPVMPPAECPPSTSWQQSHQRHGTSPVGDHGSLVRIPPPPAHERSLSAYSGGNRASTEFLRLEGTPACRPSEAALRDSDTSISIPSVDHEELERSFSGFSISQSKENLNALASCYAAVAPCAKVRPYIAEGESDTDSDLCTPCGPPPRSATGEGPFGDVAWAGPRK
Kir21 inh: inhibitors of mouse Kir2.1 inward-rectifier potassium channel | AID 1672, 2009 | hit rate 0.85% among 310,000 | HEK293-Kir2.1, FluxOR thallium flux fluorescence; stronger effect = lower value | Inward rectifier potassium channel 2 (Mus musculus), P35561 | B-score at 10 µM;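 active means fluorescence ratio B-score at or below minus 3 SD of library scores, with starting-brightness B-score within 2 SD, cut at about -4.2 in these data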;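 further: channel flux triggered by added potassium and thallium sulfate stimulus; B-score of peak minus minimum fluorescence over baseline after thallium stimulus; more negative B-score means stronger Kir2.1 block with less thallium influx; some compounds called inactive have numbers as strong as hits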
STK33 kinase inh: inhibitors of purified STK33 kinase, primary screen, biochemical, ADP-Glo luminescence, homogeneous, cell-free; Serine/threonine-protein kinase 33 (Homo sapiens), Q9BYT3; MBP phosphorylation; inhibition, % at 10 µM; hit rate 0.073% among 320,000; AID 2661, 2010;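 active means inhibition at or above 25%, using the most active replicate where run in duplicate; inactive means inhibition below 25%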
* hit, by the source's call; i = inactive; / = no result given.

Order of values: KCNQ2 block, Kir21 inh, STK33 kinase inh
[1] O=C(CC1Oc2ccccc2NC1=O)NCCCN1CCCC1=O (stereo not given)
  i, -1.18, 0.3
[2] CC(=O)c1c(C)[nH]c(C(=O)NCCc2ccc(Cl)cc2)c1C
  i, 0.01, 0.5
[3] COc1cc(C(C(=O)NC2CCCC2)N(Cc2ccccc2)C(=O)c2snc(C(N)=O)c2N)ccc1O (stereo not given)
  i, 1.24, -0.2
[4] Cc1ccc(C)c(NC(=O)CCN2CC(C)OC(C)C2)c1 (stereo not given)
  i, -1.5, 0.2
[5] Cc1nn(-c2ccccc2)c(C)c1/C=N/NC(=O)c1cnccn1
  i, 1.04, -1.8
[6] CCCCn1c(N)c(N(CC(C)C)C(=O)c2ccncc2)c(=O)[nH]c1=O
  i, -0.73, -0.2
[7] O=C(CSCc1ccccc1)N/N=C/c1cc2c(cc1Br)OCO2
  i, 0.01, -1.5
[8] O=C(c1cccs1)N1CCC(c2nc3c(nnn3Cc3c(Cl)cccc3Cl)c(=O)[nH]2)CC1
  i, 0.2, -0.1
[9] NS(=O)(=O)c1ccc(CCNC(=O)c2cc(-c3ccccn3)nc3ccc(Br)cc23)cc1
  i, 1.08, -0.3
[10] CN1CCN(c2c([N+](=O)[O-])cnc3ccccc23)CC1
  i, 0.76, -0.9

Filtered by structure: the compounds so far containing a halogen.
Order of values: KCNQ2 block, Kir21 inh, STK33 kinase inh
[2] CC(=O)c1c(C)[nH]c(C(=O)NCCc2ccc(Cl)cc2)c1C
  i, 0.01, 0.5
[7] O=C(CSCc1ccccc1)N/N=C/c1cc2c(cc1Br)OCO2
  i, 0.01, -1.5
[8] O=C(c1cccs1)N1CCC(c2nc3c(nnn3Cc3c(Cl)cccc3Cl)c(=O)[nH]2)CC1
  i, 0.2, -0.1
[9] NS(=O)(=O)c1ccc(CCNC(=O)c2cc(-c3ccccn3)nc3ccc(Br)cc23)cc1
  i, 1.08, -0.3

The list goes on.
Order of values: KCNQ2 block, Kir21 inh, STK33 kinase inh
[11] CC(=O)NC(CCS(C)(=O)=O)C(=O)Nc1c(C)cccc1C (stereo not given)
  i, 0.18, 0.6
[12] O=C(CN1CC(=O)Oc2ccccc21)OCC(=O)c1cccc(Br)c1
  i, 0.71, -1.2
[13] CC(=O)c1c(C)[nH]c(C(=O)OCc2ccc(F)cc2Cl)c1C
  i, -0.5, -2.7
[14] CC(C)(CO)Nc1nc(Nc2ccccc2)nc(Nc2ccccc2)n1
  i, -1.59, -0.9
[15] O=C(CSc1nccn1-c1ccc(F)cc1)Nc1ccc2c(c1)OCO2
  i, -0.98, -0.3
[16] COc1cc2c(cc1OC)C(C(=O)Nc1ccc3c(c1)OCCO3)C1c3ccccc3CCN1C2=O (stereo not given)
  i, 0.44, 0.5
[17] O=C(Oc1ccc2c(c1)OCO2)c1ccncc1
  i, 0.21, -1.6
[18] O=C(Nc1ccccc1N1CCOCC1)c1cccnc1Cl
  i, 0.04, -1.1
[19] CCOc1cccc2sc(N3CCN(C(=O)c4ccc5ncsc5c4)CC3)nc12
  i, -0.12, /
[20] Cc1csc2ncnc(N3CCN(S(=O)(=O)c4cccc(C(F)(F)F)c4)CC3)c12
  i, -1.31, -0.4
[21] Cc1ccccc1OCCN1C(=O)NC2(CCc3ccccc32)C1=O (stereo not given)
  i, -1.32, -2.6
[22] CCOc1ccc(Cc2nn[nH]n2)cc1
  i, -0.53, -0.6
[23] Cc1ccc(Nc2nnc(SCC(=O)Nc3cc(C(=O)O)ccc3C)s2)c(C)c1
  i, -1.02, -0.8
[24] CCCCSCCCNC(=O)c1ccc(CS(=O)(=O)c2ccccc2OC)o1
  i, 0.06, -0.9
[25] Cc1cc(NC(=O)c2ccc([N+](=O)[O-])cc2)n(C)n1
  i, -0.29, 1.4
[26] Cc1cc(C)cc(C(=O)Nc2nc3ccccc3[nH]2)c1
  i, 0.52, 2.2
[27] CC(=O)OCC#CCSc1nc2ccccc2n1C
  i, -0.36, 1.3
[28] COc1ccc(CCNC(=O)Cn2c(=O)cnc3ccccc32)cc1
  i, -0.45, 0.5
[29] CCOC(=O)c1c(CSc2nc(C)cc(C)c2C#N)n(C)c2cc(Br)c(OC(C)=O)cc12
  i, 0.86, 3.1
[30] CCOC(=O)c1c(NC(=O)CN2C(=O)NC3(CCC(C)CC3)C2=O)sc(C)c1-c1ccc(C)cc1 (stereo not given)
  i, 2.49, -0.3
[31] CN(C)S(=O)(=O)c1ccc(NC(=O)c2ccc([N+](=O)[O-])cc2)cc1
  i, -0.89, /
[32] CCC1(c2ccccc2)NC(=O)N(CC(=O)N(C)CC(=O)Nc2cccc(OC)c2)C1=O (stereo not given)
  i, 0.03, -0.3
[33] Fc1ccc(C2CC(c3ccccc3)Nc3ncnn32)cc1 (stereo not given)
  i, -2.82, -0.2
[34] C/C(=N\NC(=O)C(O)c1ccccc1)c1ccc(Br)s1 (stereo not given)
  i, 1.05, -0.9
[35] Cc1cc(C(=O)Nc2c(F)cc(F)cc2Br)n(-c2ccccc2)n1
  i, 0.02, -1.1
[36] CCC(C(=O)OCC(=O)NC(=O)c1ccccc1)c1ccccc1 (stereo not given)
  i, -0.27, -0.2
[37] Cc1ccc(C(=O)COC(=O)c2ccco2)cc1C
  i, 1.58, 0.1
[38] CC(C(=O)N1CCOCCOCCOCCOCCOCC1)N1C(=O)c2ccccc2C1=O (stereo not given)
  i, 1, 0.5
[39] Cc1cc2c(cc1S(=O)(=O)N(C)C1CCCCC1)OCC(=O)N2
  i, -2.87, -0.8
[40] COc1cccc(CNC(=O)CCC2CCCN(Cc3cc4ccccc4o3)C2)c1 (stereo not given)
  i, 0.83, -1.0
[41] Cc1ccc(OCC(=O)Oc2ccc(C(C)C)cc2)cc1
  i, 0.36, 0.3
[42] CC1CCN(S(=O)(=O)c2ccc3nc(-c4ccccn4)cc(C(=O)NCCN(C)Cc4ccccc4)c3c2)CC1
  i, 2.49, /
[43] O=C(CSc1nnc(NC(=O)c2ccccc2F)s1)NCc1ccc(F)cc1
  i, 0.34, -0.9
[44] Cc1ccc(NC(=S)N(CCCN2CCCC2)Cc2cccn2Cc2ccc(Cl)cc2)cc1
  i, -8.85*, -0.5
[45] Cc1onc(-c2ccccc2Cl)c1C(=O)OCc1nnc(-c2ccccc2)o1
  i, 0.59, -0.6
[46] O=C(CSC1CC(=O)N(c2ccc(C(=O)O)cc2)C1=O)Nc1ccc(Cl)cc1 (stereo not given)
  i, 0.71, -1.1
[47] CCC(=O)Nc1nc2c(c(=O)[nH]1)CCCC2
  i, 0.21, -3.4
[48] Cc1cccc(NC(=O)c2ccc3c(c2)C(=O)N(c2ccccc2C)C3=O)n1
  i, 1.64, 0.5
[49] CC1=C(C(=O)Nc2ccccn2)C(c2ccccc2)n2ncnc2N1 (stereo not given)
  i, 2.62, -0.6
[50] COC(=O)CSc1ncnc2c1cnn2-c1ccc(C)cc1C
  i, 0.08, -1.4
[51] CC1Cc2ccccc2N1C(=O)c1cc2cccnc2n(C)c1=O (stereo not given)
  i, 0.74, -2.8
[52] Cc1ccc(S(=O)(=O)N2CCCC(C(=O)NCCc3ccc(S(N)(=O)=O)cc3)C2)cc1 (stereo not given)
  i, -1.74, -0.1
[53] Cc1cc(C)cc(NC(=O)NCC2CCN(Cc3cc(C)ccc3C)CC2)c1
  i, -0.26, -0.6
[54] COCCn1c(SCC(=O)N2CCCc3ccccc32)nc2ccccc2c1=O
  -6.72*, -3.36, 0.4
[55] COc1ccc(-c2csc(Nc3ccc(O)cc3)n2)cc1
  i, -1.53, 0.5
[56] CSc1nc2c(c(=O)[nH]c(=O)n2C)n1C/C=C(\C)Cl
  i, -0.68, 5.0
[57] Cc1cc(=O)oc(C)c1C(=O)NCCNC(=O)c1c(C)cc(=O)oc1C
  i, 0.73, 1.4
[58] O=C(Nc1ccc(OCC(=O)N2CCOCC2)cc1)c1cccc(Cl)c1
  i, -0.16, -0.3
[59] CS(=O)(=O)N1CCc2cc(-c3csc(NC(=O)Cc4ccccc4)n3)ccc21
  i, 0.22, 0.0
[60] CC(=O)Nc1cccc(NC(=O)CSc2ncc(C(=O)Nc3ccc(F)cc3)c(=O)n2C)c1
  i, -0.16, -0.1

(continued)
Order of values: KCNQ2 block, Kir21 inh, STK33 kinase inh
[61] CSc1nc(O)cc(=O)n1-c1ccc(F)cc1
  i, -1.36, -0.4
[62] Cc1nnsc1Sc1ccccn1
  i, -0.39, 0.1
[63] CCSc1nnc(NC(=O)c2ccco2)s1
  i, 1.02, -1.1
[64] COc1ccccc1N1CCN(Cc2cc(OC)c3c(c2)OCO3)CC1
  i, 0.63, -2.3
[65] Nc1ccc(-c2nc3ccc(N)cc3[nH]2)cc1
  i, 0.01, 0.5
[66] COc1ccc(C(=O)Nc2nc3cc4c(cc3s2)OCCO4)c(OC)c1
  i, -0.19, -1.0
[67] COc1ccc([N+](=O)[O-])cc1CSc1ccccn1
  i, 0.44, 1.5
[68] CCOC(=O)c1cc2c(=O)[nH]c(C(Cl)(Cl)Cl)nc2o1
  i, 0.33, -2.7
[69] CCOC(=O)c1nc(N)sc1C(=O)OCC
  i, 1.82, -1.2
[70] CC1(C(=O)OCC(=O)NCCNC(=O)COC(=O)C2(C)CC2(Cl)Cl)CC1(Cl)Cl (stereo not given)
  i, -0.59, 0.3

Random excerpt: 2 entries already listed.
Order of values: KCNQ2 block, Kir21 inh, STK33 kinase inh
[14] CC(C)(CO)Nc1nc(Nc2ccccc2)nc(Nc2ccccc2)n1
  i, -1.59, -0.9
[13] CC(=O)c1c(C)[nH]c(C(=O)OCc2ccc(F)cc2Cl)c1C
  i, -0.5, -2.7

Continuation:
Order of values: KCNQ2 block, Kir21 inh, STK33 kinase inh
[71] C=CCN1CC2CC3(COc4cc(C)cc(C)c4)C=CC2(O3)C1=O (stereo not given)
  i, -0.09, 0.7
[72] S=C(c1nc2ccccc2[nH]1)N1CCOCC1
  i, 0.84, -0.7
[73] COc1cc(Cl)cc(/C=C/c2ccc3ccccc3n2)c1OC(C)=O
  i, 1.3, -1.3
[74] CC(/C=C/c1ccc2c(c1)OCO2)=N\NC(=O)C(O)c1ccccc1 (stereo not given)
  i, 2.04, -0.2
[75] Cc1cc(C)n2cnnc2n1
  i, -0.03, -1.9
[76] O=C(NC(=S)Nc1ccc(NC(=O)c2ccccc2)cc1)c1ccc(F)cc1
  i, 0.12, 0.5
[77] Cc1ccccc1NC(=O)NCCCN1CCCC1
  i, -0.04, -0.9
[78] CCN(CC)C(=O)CSc1nc(-c2ccccc2)ccc1C#N
  i, -0.08, 0.3
[79] COc1ccccc1NS(=O)(=O)c1cc(NC(=O)c2cc3ccccc3oc2=O)ccc1C
  i, 0.28, -1.5
[80] O=C(NCc1ccc2c(c1)OCO2)c1cc(Cl)ccc1Cl
  i, -0.43, -0.8
[81] CC(=O)N1CC(C)Sc2ccc(S(=O)(=O)NCc3ccccc3Cl)cc21 (stereo not given)
  i, -6.08*, -1.0
[82] COc1ccc(/C(C)=N/NC(=O)c2cc(-c3cccnc3)nc3ccccc23)cc1
  i, -0.16, -1.1
[83] O=c1c2ccccc2nc(-c2ccoc2)n1CCc1ccccc1
  i, 0.35, 1.6
[84] COc1cc(C(=O)COC(=O)Cc2cnc3sccn23)cc(OC)c1OC
  i, -0.09, 0.1
[85] Cc1ccc(NS(=O)(=O)c2cc(NC(=O)c3cc(=O)[nH]c(=O)[nH]3)ccc2Cl)c(C)c1
  i, 0.15, -0.5
[86] O=S1(=O)C=C(Oc2ccc(F)cc2)c2ccccc21
  i, 0.38, 4.4
[87] O=C(NCc1cccnc1)Nc1ccccc1F
  i, 0.5, -0.1
[88] CS(=O)(=O)N(Cc1nc2sc3c(c2c(=O)[nH]1)CCCC3)C1CCCCC1
  i, 0.45, 0.8
[89] O=C(CN1CCCC1)NC(c1ccccc1)c1ccccc1
  i, 0.32, -0.8
[90] Cc1nc(N)sc1-c1csc(Nc2cccc(C(=O)O)c2)n1
  i, -1.21, 4.0
[91] Cc1cc(C)nc(NS(=O)(=O)c2ccc(NC(=O)Nc3ccccc3)cc2)n1
  i, 2.63, 0.6
[92] COc1ccc2[nH]c(=O)c(CN(c3ccc(C)c(C)c3)S(C)(=O)=O)cc2c1
  i, 0.97, -1.0
[93] CCCCCC(=O)Nc1ccc(C(=O)COC(=O)c2ccccn2)cc1
  i, 0.35, /
[94] CCOCc1nnc(NC(=O)CSc2ccc(C)cc2)s1
  i, 1.6, -1.3
[95] CC(C)NC(=O)COC(=O)c1ccc(O)cc1
  i, 0.01, 0.4
[96] Cc1cc(C)n(CC(O)COc2ccccc2C)n1 (stereo not given)
  i, 1.9, -0.2
[97] CCN(CC)c1nc(N)c2c(N)nc(OC)cc2c1C#N
  i, 1.9, 5.6
[98] CNC(=O)c1c(Cl)cnn1-c1ccccc1
  i, 1.07, 0.0
[99] O=C(O)CCCCCNC(=O)CSc1nnc(-c2ccco2)n1-c1ccccc1
  i, 2.65, -0.2
[100] CCOCCCNC(=O)C(NC(=O)CNC(C)=O)c1ccc(Cl)cc1 (stereo not given)
  i, -1.22, -0.4
[101] Cc1ccc(S(=O)(=O)Nc2cccc(C(=O)N3CCCC3)c2)cc1F
  i, -0.63, -1.5
[102] Cc1c(CC(=O)N2CCC(C(=O)O)CC2)c(=O)oc2cc3c(cc12)CCC1(CCCCC1)O3
  i, 0.51, -5.2
[103] CCN=C1SC(CC(=O)NCCc2ccc(OC)c(OC)c2)C(=O)N1CC (stereo not given)
  i, -0.99, -1.8
[104] CCOC(=O)c1cnc(-n2nc(C)cc2C)nc1NC
  i, 0.99, 0.4
